# GalR3 antag: antagonists of human GalR3; O60755; HEK293 GalR3-CNG cAMP membrane potential fluorescence; galR3 body fused to GalR1 C-terminus; inhibition, % at 3 µM; 360,000 tested, 0.44% active;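 active = inhibition above the screen-wide average plus 3 SD, cut at about 13% in these data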;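 note: forskolin and galanin both at EC90 stimulate the cells; cAMP rise reported by CNG channel membrane potential dye signal; 0% = forskolin plus galanin with DMSO and 100% = forskolin alone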
# Target sequence (O60755 1-299 limits assumed): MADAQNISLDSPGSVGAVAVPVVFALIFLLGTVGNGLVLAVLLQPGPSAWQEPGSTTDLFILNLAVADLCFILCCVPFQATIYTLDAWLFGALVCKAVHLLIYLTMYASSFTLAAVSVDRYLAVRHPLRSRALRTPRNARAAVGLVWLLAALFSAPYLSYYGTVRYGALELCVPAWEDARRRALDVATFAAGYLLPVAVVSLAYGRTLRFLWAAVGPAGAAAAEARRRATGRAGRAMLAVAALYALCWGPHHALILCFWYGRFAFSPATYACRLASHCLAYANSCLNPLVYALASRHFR
# NS3 helicase inh: blocks Hepatitis C virus NS3 helicase unwinding; 290,000 tested, 0.56% active; NS3 helicase DNA unwinding, Cy5 molecular beacon fluorescence; AID 1800; inhibition, % at 10.9 µM;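 active = inhibition above the mean of all tested compounds plus 3 SD, set per campaign, cut at about 35% in these data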;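 note: 0% = DMSO wells and 100% = thioflavine S control wells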
#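 Measured by: Cy5 fluorescence, 0 and 60 min reads / Assay system: NS3 helicase fragment of HCV / Control set: low DMSO, high thioflavine S at 110 µM / Times: 1 h reaction at 25 °C, ATP-initiated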
# MEKK2 mut-MEK5: signal of MEK5 binding to mutant human MEKK2 PB1 domain. percent response, % at 10 µM. 290,000 tested, 0.35% active. bead flow cytometry, Alexa488-MEK5 binding to MEKK2 mutant; in the data active = percent response above about 24%, passing the limit was not always enough; note: inactives centre near 1; some results filed as inactive read as strong as hits
# FID counter: counter-screen for HCV NS3 helicase inhibitors: DNA intercalator displacement; AID 1845; DNA fluorescent intercalator displacement, fluorescence; inhibition, % at 7.9 µM; 290,000 tested, 0.17% active; in the data active = inhibition above about 37%;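 note: 0% = vehicle and 100% = reference compound; higher means more ethidium bromide displaced from hairpin DNA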
# UBC9 SUMO inh: SUMOylation inhibition | AID 2006 | inhibition, % at 35 µM | P63279 | HTRF SUMOylation assay, SAE1/SAE2 + UBC9, in vitro | 290,000 tested, 0.36% active; in the data active = inhibition above about 50%, passing the limit was not always enough; note: strong numbers were not always called active
# Target sequence (P63279 whole entry, looked up): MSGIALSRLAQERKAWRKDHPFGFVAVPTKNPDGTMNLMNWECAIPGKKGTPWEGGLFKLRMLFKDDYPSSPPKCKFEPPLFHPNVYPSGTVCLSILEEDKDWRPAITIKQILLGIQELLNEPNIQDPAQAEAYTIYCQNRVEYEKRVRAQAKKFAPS
# MEKK3 PB1 HTS: MEKK3-MEK5 PB1 interaction, increase or decrease | Q99759 | 290,000 tested, 1.4% active | AID 1529 | binding response (% of control), % at 10 µM | bead-based flow cytometry, Alexa488-MEK5 binding to MEKK3; actives lie on both sides; 0 = blocked by unlabeled MEK5, 100 = vehicle;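 active = binding response more than 3 SD above or below the average of its plate-row segment, actives on both sides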;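 note: Alexa488 bead fluorescence after subtracting the streptavidin-only scavenger bead signal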
# MEKK2wt PB1 HTS: raises or lowers MEK5 binding to wildtype human MEKK2 PB1 domain; 290,000 tested, 1.1% active; bead flow cytometry, Alexa488-MEK5 binding to MEKK2 WT; actives lie on both sides; binding response (% of control), % at 10 µM; in the data active = binding response below about 67% or above about 130%
# CRFR2-BP ag: CRF-BP/CRF-R2 complex agonism. HEK293 CRF-R2/CRF-BP, calcium dye fluorescence (FLIPR); percent of saturating CRF peptide response. activation, % at 13.2 µM. 350,000 tested, 0.46% active;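 active = activation of at least 50%, plus an integration ratio under a set limit after plate pattern correction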;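 note: plate controls were neutral control wells without compound for no effect and CRF at EC100 for full effect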
# CRFR2-BP antag: CRF-BP/CRF-R2 complex antagonism; 350,000 tested, 0.59% active; inhibition, % at 11.8 µM; AID 588475; HEK293 CRF-R2/CRF-BP, CRF-induced calcium fluorescence;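 active = inhibition of the ligand-induced calcium signal above about 50% at the single tested concentration, limit read from the data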
# The depositor's hits bear a star; / = not tested or not shown; [ ] = remark or other dose. The list is partial (hit frequency here may not be typical).
SMILES	GalR3 antag	NS3 helicase inh	MEKK2 mut-MEK5	FID counter	UBC9 SUMO inh	MEKK3 PB1 HTS	MEKK2wt PB1 HTS	CRFR2-BP ag	CRFR2-BP antag
COCCSc1ccccc1C(=O)N1CCN(Cc2ccc3c(c2)OCO3)CC1	1	-1	-1	-21	-5	94	98	-3.1	12
COc1ccc(-c2cc(C(F)(F)F)nc(SCC(=O)N(C)Cc3cn(C)nc3C)n2)cc1OC	1	3	-2	-44	29	107	106	-2.9	27
CC(=O)O/N=C(/C)c1ncc(C(F)(F)F)cc1N1CCOCC1	-4	2	4	-2	16	100	103	0.0	3
O=C(CNc1ccc(Oc2ccccc2)cc1)N1CCOCC1	-4	-6	3	-1	-19	100	117	1.0	-2
CCOC(=O)CN1C(=O)CN(c2ccc(C)c(C)c2)C1=O	-2	3	3	0	20	105	109	4.7	-14
CCn1cc(C(=O)NCc2ccco2)c(=O)c2cc(S(=O)(=O)N3CC(C)CC(C)C3)ccc21 (stereo not drawn)	-4	-1	-6	-3	6	99	92	0.0	9
CCOc1ccccc1NC(=S)N1CCN(c2nc(-c3cccc(OC)c3)cs2)CC1	-7	-10	-10	0	-7	102	90	5.1	-9
CS(=O)(=O)N1CCC(C(=O)Nc2ccccc2Br)CC1	-10	8	4	-7	2	104	108	0.0	1
CCN1C(=O)CC(N2CCC(Nc3ccc(OC)cc3)CC2)C1=O (stereo not drawn)	-2	-6	8	2	-8	101	102	-1.2	2
COP(=O)(OC)C(Nc1ccc(C)cc1)c1ccc([N+](=O)[O-])cc1 (stereo not drawn)	0	5	-2	-7	-7	101	100	2.5	18
CS/C(=N\NC(N)=O)c1ccccc1	-10	-2	-1	-4	7	101	100	-0.2	-3
C=CCN(C(=O)Nc1ccccc1)C1CC(=O)N(c2ccc(OC)cc2)C1=O (stereo not drawn)	-4	1	5	-5	8	107	107	-0.8	8
Cc1ccc(C(=O)N2CCC(C(=O)c3c(C)cc(C)cc3C)CC2)cc1	-9	-58	0	-44	22	106	102	0.7	-8
CCOC(=O)c1cc2c(=O)n3ccccc3nc2n(CCOC)c1=NC(=O)c1c(-c2c(F)cccc2Cl)noc1C	-4	15	-13	-10	24	86	78	6.5	16
O=C(CCSCCC(=O)NCC1CCCO1)NCC1CCCO1 (stereo not drawn)	-2	-4	-3	-8	23	102	98	0.8	-18
O=c1[nH]c2c(s1)C(c1ccco1)C1C3CCC(C3)C1S2 (stereo not drawn)	-2	12	-1	-8	8	94	98	2.9	1
O=C(NCC1CCCO1)c1ccc(N2C(=O)C3CCCCC3C2=O)cc1 (stereo not drawn)	-9	8	0	-6	-12	104	102	-0.1	-3
Cc1ccc(S(=O)(=O)NC(=O)Nc2ccc(N(C)C)cc2)cc1	2	51*	6	8	-233	97	98	0.4	16
O=C(Nc1ccccc1)c1cccc(-c2nnc(-c3ccccc3)o2)c1	0	4	1	-2	15	100	102	2.0	-6
COc1ccc(-c2noc(CCC(=O)NCCc3ccccc3)n2)cc1OC	-10	-3	15	-28	0	106	111	-1.8	18
CC#CCN(CC#CC)S(=O)(=O)c1ccc(-n2cnnn2)c(OC)c1	-7	5	6	-12	15	105	101	-1.4	18
CCOC(=O)c1ccc(NC(=O)C(=O)NCc2ccncc2)cc1	-6	4	-15	-16	-11	19*[inhibitor]	24*[inhibitor]	-2.9	-15
CCCOc1ccc2cc(-c3ccccn3)c(=O)oc2c1	-3	-1	-4	-3	25	86	89	3.3	-46
CCN(CC)c1cccc(OCC(=O)N(C)CCC#N)c1	-3	8	73*	-33	2	89	/	2.2	-13

# (list continues)
Structure	GalR3 antag	NS3 helicase inh	MEKK2 mut-MEK5	FID counter	UBC9 SUMO inh	MEKK3 PB1 HTS	MEKK2wt PB1 HTS	CRFR2-BP ag	CRFR2-BP antag
Cc1cc(NC(=O)Nc2cc(Cl)ccc2C)no1	-4	0	7	-6	0	105	96	0.8	-33
Cc1ccc(S(=O)(=O)N(C)c2ccccc2C(=O)Nc2ccc(F)cc2F)cc1	-10	-11	3	-33	15	106	104	1.0	0
Cc1ccc(S(=O)(=O)N2CCOCC2)cc1NC(=O)CSc1ccccn1	4	-35	-2	-8	12	104	98	-1.8	5
CNC(=S)NCc1ccc2[nH]c3c(c2c1)CCCC3	-4	-7	7	0	-2	104	109	1.2	6
O=C(NC(=S)Nc1cccnc1Cl)c1ccc(F)cc1	-8	-1	-2	-8	-1	104	104	-3.5	-10
Cc1cc(S(=O)(=O)Nc2ccc(C(=O)N3CCN(c4ccccc4O)CC3)cc2)ccc1F	-2	-24	6	-36	-12	103	106	0.2	-10
N#CC(c1ccc(F)cc1)c1ccc(C(=O)c2ccccc2)cc1 (stereo not drawn)	2	1	15	-4	6	108	106	4.9	3
Cc1ccc2occ(C(c3nnnn3C3CCCC3)N3CCN(C(=O)c4ccco4)CC3)c(=O)c2c1 (stereo not drawn)	-2	-12	0	-33	4	105	104	33	-54
CC(C)(C)NC(=O)NC(=O)CN1CCN(c2ccccc2O)CC1	2	2	-1	-15	6	105	107	1.4	-7
c1cc2nnnn2nc1N1CCCCCC1	-5	3	7	0	13	110	105	-0.5	1

# Some of the entries so far, with values under each structure:
# Values run as follows: GalR3 antag | NS3 helicase inh | MEKK2 mut-MEK5 | FID counter | UBC9 SUMO inh | MEKK3 PB1 HTS | MEKK2wt PB1 HTS | CRFR2-BP ag | CRFR2-BP antag
> N#CC(c1ccc(F)cc1)c1ccc(C(=O)c2ccccc2)cc1 (stereo not drawn)
  2 | 1 | 15 | -4 | 6 | 108 | 106 | 4.9 | 3
> Cc1ccc2occ(C(c3nnnn3C3CCCC3)N3CCN(C(=O)c4ccco4)CC3)c(=O)c2c1 (stereo not drawn)
  -2 | -12 | 0 | -33 | 4 | 105 | 104 | 33 | -54

# The list continues:
Structure	GalR3 antag	NS3 helicase inh	MEKK2 mut-MEK5	FID counter	UBC9 SUMO inh	MEKK3 PB1 HTS	MEKK2wt PB1 HTS	CRFR2-BP ag	CRFR2-BP antag
CCCCCCNCc1c(F)cccc1Cl	-3	-21	-2	3	7	107	105	0.6	-3
CC(=O)Nc1cccc(/C(C)=N/NC(=O)c2cc(-c3ccncc3)nc3ccccc23)c1	-2	2	-20	-21	6	92	91	-1.4	-2
CC1(c2nnc(-c3ccc(Cl)cc3)o2)CC(c2ccncc2)=NO1 (stereo not drawn)	-7	/	3	/	-1	99	90	2.6	-30
CCOC(=O)Cn1nc(C(F)F)c(Br)c1C	-6	-12	-12	0	9	93	86	-1.2	-3
COc1ccc(NC(=O)c2nnn(CC(=O)Nc3ccc4c(c3)OCO4)c2N)c(OC)c1	-7	4	0	5	10	101	102	-1.4	-6
CCCCC(=O)Nc1nc(C)c(-c2csc(Nc3cc(Cl)ccc3OC)n2)s1	-2	-6	3	4	7	103	108	-2.5	-1
O=C(N1CCOCC1)N1CCC(n2nnc3cc(F)ccc32)CC1	0	-8	1	-2	4	97	97	17	2
CCOC(=O)CCCCC(=O)c1[nH]c(=O)[nH]c1CSc1nc(C)cc(=O)[nH]1	-5	-8	3	0	16	103	104	-0.4	20
COCCNC(=O)CN1C(=O)NC2(CCCc3ccccc32)C1=O (stereo not drawn)	-11	-13	-3	-4	13	91	93	-0.5	3
O=C(Nc1ccc(N2CCN(C(=O)c3cccs3)CC2)cc1)c1ccc([N+](=O)[O-])o1	-4	2	8	-29	9	106	108	/	/
O=[N+]([O-])c1cc(S(=O)(=O)NCCN2CCOCC2)ccc1Cl	-9	-8	-3	0	2	103	98	0.7	3
Cc1nnc(SCC2=C(C(=O)O)N3C(=O)C(NC(=O)c4cc(F)c(F)cc4Cl)C3SC2)s1 (stereo not drawn)	-6	36*	-11	-26	-5	72	80	-0.7	-4
CNC(=O)c1ccc2snnc2c1	/	-11	-1	-4	16	98	102	4.3	-8
Cc1ccccc1-c1cc(C(=O)Nc2sc(C)c(C)c2C(N)=O)c2ccccc2n1	-4	-6	7	-5	15	114	112	2.0	2
Cc1cc(NC(=O)Cn2nnc3sc4c(c3c2=O)CCCC4)no1	-5	4	2	-4	14	101	100	-0.4	-6
COc1ccc(-c2nn(-c3ccccc3)cc2/C=N/NC(=O)c2ccc(Br)o2)cc1	1	0	-7	-3	-13	92	88	2.3	16
CN(C)c1nnnn1-c1ccccc1Oc1ncc(C(F)(F)F)cc1Cl	-3	7	-3	-14	10	105	95	0.7	-8
Cc1cccc(CC(Cc2nc3ccccc3[nH]2)c2nc3ccccc3[nH]2)c1 (stereo not drawn)	-6	-25	-11	13	-38	76	94	-1.0	5
CC(C)(C)c1ccc(NC(=O)Nc2ccc(F)cc2)cc1	-8	8	2	1	-8	130*	128	19	-11
O=C(C[n+]1ccccc1)N/N=C/c1ccco1	2	5	-3	2	9	97	99	-2.3	-3
CC(C)[C@H](NC(=O)c1ccccc1)C(=O)OCC(=O)NCc1ccc(F)cc1	-8	4	-10	-19	7	98	95	-0.4	-5
CCOC(=O)c1ccccc1NC(=O)C(C)Oc1ccccc1 (stereo not drawn)	-4	-3	7	-16	-18	104	107	-1.1	16
CC(Oc1ccc(F)cc1)C(=O)Nc1sc2c(c1C(=O)NCc1cccnc1)CCCC2 (stereo not drawn)	-3	-24	0	-21	-46	112	100	1.3	-20
COc1ccc2c(CC(=O)N3CCc4cc(OC)c(OC)cc4C3)coc2c1	-10	3	1	-30	-7	101	102	-0.6	13

# Among those listed so far, seven contain a furan ring, fused or not.
Structure	GalR3 antag	NS3 helicase inh	MEKK2 mut-MEK5	FID counter	UBC9 SUMO inh	MEKK3 PB1 HTS	MEKK2wt PB1 HTS	CRFR2-BP ag	CRFR2-BP antag
CCn1cc(C(=O)NCc2ccco2)c(=O)c2cc(S(=O)(=O)N3CC(C)CC(C)C3)ccc21 (stereo not drawn)	-4	-1	-6	-3	6	99	92	0.0	9
O=c1[nH]c2c(s1)C(c1ccco1)C1C3CCC(C3)C1S2 (stereo not drawn)	-2	12	-1	-8	8	94	98	2.9	1
Cc1ccc2occ(C(c3nnnn3C3CCCC3)N3CCN(C(=O)c4ccco4)CC3)c(=O)c2c1 (stereo not drawn)	-2	-12	0	-33	4	105	104	33	-54
O=C(Nc1ccc(N2CCN(C(=O)c3cccs3)CC2)cc1)c1ccc([N+](=O)[O-])o1	-4	2	8	-29	9	106	108	/	/
COc1ccc(-c2nn(-c3ccccc3)cc2/C=N/NC(=O)c2ccc(Br)o2)cc1	1	0	-7	-3	-13	92	88	2.3	16
O=C(C[n+]1ccccc1)N/N=C/c1ccco1	2	5	-3	2	9	97	99	-2.3	-3
COc1ccc2c(CC(=O)N3CCc4cc(OC)c(OC)cc4C3)coc2c1	-10	3	1	-30	-7	101	102	-0.6	13
